Bioassay records as filed in PubChem.
D2 potentiator – D2 dopamine receptor (human) potentiation | AID 485347 | 340,000 tested, 0.34% active | HEK293 T-REx D2, calcium flux, EC20 dopamine potentiation | P14416 | potentiation, % at 10 µM;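 active = potentiation over 3 SD above the plate norm, cut at about 30% in these data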; also: 0% is about no effect
Target sequence (P14416 whole entry, looked up): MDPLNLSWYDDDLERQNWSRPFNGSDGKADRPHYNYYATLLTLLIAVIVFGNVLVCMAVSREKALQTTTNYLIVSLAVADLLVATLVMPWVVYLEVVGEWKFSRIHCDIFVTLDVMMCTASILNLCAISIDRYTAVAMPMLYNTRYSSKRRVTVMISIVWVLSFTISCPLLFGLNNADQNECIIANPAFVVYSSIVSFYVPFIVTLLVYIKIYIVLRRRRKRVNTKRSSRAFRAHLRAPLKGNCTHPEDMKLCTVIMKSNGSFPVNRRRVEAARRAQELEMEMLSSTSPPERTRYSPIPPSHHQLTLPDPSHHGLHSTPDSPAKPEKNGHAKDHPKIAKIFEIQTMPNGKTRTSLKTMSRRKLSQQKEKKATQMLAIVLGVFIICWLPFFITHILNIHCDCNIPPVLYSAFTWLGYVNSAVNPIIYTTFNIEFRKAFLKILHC
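Primary screen. Calcium kinetics in induced HEK293 T-REx D2 cells: compound pre-addition 180 s, EC20 dopamine, 180 s more.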
D1 potentiator – human D1 dopamine receptor positive modulation; HEK293 TREx D1 cells, calcium flux, dopamine EC20 potentiation; potentiation, % at 10 µM; 360,000 tested, 0.036% active; AID 504651; in the data active = potentiation above about 30%; also: 0% is about no effect
Target sequence (P21728 whole entry, looked up): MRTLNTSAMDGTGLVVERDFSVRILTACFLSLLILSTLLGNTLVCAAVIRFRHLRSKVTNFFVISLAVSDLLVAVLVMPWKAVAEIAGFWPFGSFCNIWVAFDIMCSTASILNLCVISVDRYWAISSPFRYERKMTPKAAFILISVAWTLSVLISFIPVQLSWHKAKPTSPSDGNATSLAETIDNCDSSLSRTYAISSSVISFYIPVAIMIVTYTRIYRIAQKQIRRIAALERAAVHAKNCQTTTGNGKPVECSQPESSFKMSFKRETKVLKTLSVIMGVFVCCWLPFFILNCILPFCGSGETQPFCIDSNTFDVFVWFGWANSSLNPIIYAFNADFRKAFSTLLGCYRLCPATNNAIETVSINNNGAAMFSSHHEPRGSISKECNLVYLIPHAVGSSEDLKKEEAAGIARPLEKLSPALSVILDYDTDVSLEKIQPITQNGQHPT
D1 antagonist – antagonists of human D1 dopamine receptor; P21728; AID 504652; HEK293 TREx D1 cells, calcium flux, dopamine EC80; stronger effect = lower value; activity change, negative = inhibition, % at 10 µM; 360,000 tested, 3.2% active; in the data active = activity change below about -30%; also: % is scaled to controls: 0 for no effect and ±100 for the full control effect
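Tetracycline-induced HEK293 T-REx cells with force-coupled D1 receptor were loaded with a no-wash calcium dye. Compound was added after a 10 s baseline and read kinetically for 180 s; EC80 dopamine was then added and calcium flux followed another 180 s.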
TRHR PAM – allosterically enhances the human TRH receptor. enhancement, % at 2 µM. TRHR cells, fluo-8 calcium fluorescence, EC20 TRH enhancement. AID 493056. 360,000 tested, 0.66% active; in the data active = enhancement above about 30%; also: 0% is about no effect
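Enhancer read-out: after compound pinning and an initial kinetic agonist-mode read, an EC20 of TRH (10 nM final) was injected and fluo-8 calcium signal (Ex 480/Em 530) followed at 1 s/cycle for 100 cycles in TRHR-expressing cells.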
TRHR ag – agonists of human TRH receptor | P34981 | TRHR cells, calcium flux fluo-8, FDSS agonist mode | activation, % at 2 µM | 360,000 tested, 0.18% active | AID 493084; also: 0% is about no effect
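Steps: seed TRHR cells overnight; add fluo-8 no-wash Ca dye, RT 30 min–1.5 h; record 10 s baseline; pin-transfer compounds; monitor fluorescence 1 cycle/s for the agonist window. Calcium increases flag candidate agonists.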
D2 ag – agonists of human D2 dopamine receptor; HEK293 T-REx D2 cells, calcium flux agonist mode; AID 485358; P14416; activation, % at 2 µM; 340,000 tested, 0.53% active;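 active = activation over 3 SD above normal in the single-dose calcium agonist read, cut at about 30% in these data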; also: 0% is about no effect
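Calcium-flux readout, 1 cycle/sec over 180 s following compound pin transfer, in inducible HEK293 Trex D2 cells (force-coupled); dopamine controls included. Positive calcium responses during this window marked compounds as potential agonists.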
RXFP1 antag – blocks the human relaxin receptor RXFP1; Q9HBX9; AID 1259400; HEK293-RXFP1, relaxin-stimulated cAMP HTRF, 30 min; stronger effect = lower value; activity change, negative = inhibition, % at 57.5 µM; 350,000 tested, 0.59% active;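 active = activity change of -60% or lower, but not beyond a set lower limit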; also: % is scaled to controls: 0 for no effect and ±100 for the full control effect
D2 antag – antagonists of human D2 dopamine receptor | inhibition, % at 10 µM | HEK293 TREx D2 cells, calcium flux, dopamine EC80 | 340,000 tested, 2% active | P14416; in the data active = inhibition above about 30%; also: 0% is about no effect
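Compounds are added to dye-loaded, induced HEK293 T-REx cells coupled to calcium release via D2; after a 3 min kinetic read an EC80 dopamine stimulus is given and fluorescence is recorded for 3 more min.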
D1 ag – agonists of human D1 dopamine receptor. 360,000 tested, 1% active. HEK293 T-REx D1 cells, calcium flux, agonist mode. activation, % at 2 µM; also: 0% is about no effect
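Agonism was scored from calcium flux recorded over 180 s (1 read/s) after pintool compound addition, following a 10-cycle baseline. Cells were inducible force-coupled HEK293 TREx D1, plated overnight at 30 C and loaded with no-wash calcium dye.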
An asterisk follows results filed as active; nt = not tested or not shown. Rule as the data show it, unless noted: active = activation above about 30%; inactive = the rest.

1: Cc1ccc(C)c(N(C)C(=O)c2coc(=O)c3ccccc23)c1
2: COc1ccc(S(=O)(=O)N(Cc2cccs2)C2CCCC2)cc1
3: O=C(Nc1cc(S(=O)(=O)Nc2ccccc2Cl)ccc1O)c1cc2c(s1)CCCC2
4: N#Cc1ccccc1Cn1c(=O)oc2ccccc21
5: Cc1cc(C)n(CC(O)Cn2c3ccccc3c3ccccc32)n1 (stereo not drawn)
6: CN1CCN(C(=O)COCc2cc(-c3ccc4c(c3)OCO4)on2)CC1
7: Cc1c(NC(=O)Cn2cc([N+](=O)[O-])cn2)c(=O)n(-c2ccccc2)n1C
8: CC1Cc2ccccc2N1C(=O)CCS(=O)(=O)c1cccs1 (stereo not drawn)
9: COc1ccc(OC)c(S(=O)(=O)N/N=C\c2ccc3c(c2)OCO3)c1
10: O=S(=O)(Nc1cccc2ccccc12)c1ccccc1F
assay / compound	1	2	3	4	5	6	7	8	9	10
D2 potentiator	18	7	6	0	13	1	11	-3	12	7
D1 potentiator	-5	-12	-3	-12	12	-3	1	4	6	-7
D1 antagonist	0	-12	-20	-17	-7	-1	8	-11	-10	-24
TRHR PAM	14	-2	-10	0	4	-3	10	0	-2	-1
TRHR ag	-0.3	0.8	0.4	0.7	0.4	0.2	-0.8	-0.3	-0.2	-1.2
D2 ag	0.3	0.7	-0.1	-0.2	-0.6	0.8	2.2	0.1	0.3	-1.1
RXFP1 antag	7	1	-10	5	-5	0	0	6	5	-4
D2 antag	-15	-24	3	-11	-5	14	-2	5	-20	-4
D1 ag	-1	12	15	1	19	7	3	1	2	2

11: O=C(CSc1nc(C(F)(F)F)cc(=O)[nH]1)Nc1cccc2ccccc12
12: COc1ccccc1C(=O)/C=C/c1ccc(N2CCCCC2)c([N+](=O)[O-])c1
13: O=C1c2ccccc2C(Nc2ccc(Cl)cn2)N1c1cccnc1 (stereo not drawn)
14: COc1ccc(CC(=O)NCc2nnc(SCc3ccc(C)cc3)n2C)cc1
15: CCn1c(SCC(=O)N/N=C/c2ccccc2OCC(=O)O)nnc1-c1ccc(OC)cc1
16: CN1CCN(c2ccccc2NC(=O)c2ccc(-c3ccccc3)cc2)CC1
17: CCCc1nn2c(=O)c(C(c3ccc(C)cc3)c3c(O)nc4sc(CCC)nn4c3=O)c(O)nc2s1
18: CCCn1ccnc1SCC(=O)Nc1c(C)n(C)n(-c2ccccc2)c1=O
19: Cc1c(CNC(C)c2ccccc2)c(C(=O)O)c(C)n1Cc1c(F)cccc1Cl (stereo not drawn)
20: COC(=O)C1=CN(CC2CCCO2)C=C(C(=O)OC)C1c1cccc(O)c1 (stereo not drawn)
assay / compound	11	12	13	14	15	16	17	18	19	20
D2 potentiator	2	8	10	-8	11	-11	-13	16	5	12
D1 potentiator	2	-5	nt	1	0	-9	5	-4	5	-3
D1 antagonist	-9	-13	-1	-11	-6	-7	-5	-2	19	20
TRHR PAM	3	-6	9	-5	18	4	-7	1	0	-2
TRHR ag	-0.1	-0.1	0.0	-0.6	-2.0	2.0	-0.1	-0.4	-0.8	0.2
D2 ag	-1.2	-1.6	0.1	1.6	0.5	1.1	-0.5	0.7	0.7	0.6
RXFP1 antag	5	nt	-5	5	7	-15	-7	6	-5	-11
D2 antag	0	-8	21	6	-24	-7	6	-4	nt	-14
D1 ag	1	3	1	0	2	3	7	2	0	0

21: O=C(c1cc2c(ccc3ccccc32)o1)N1CCN(c2ncc(C(F)(F)F)cc2Cl)CC1
22: CSc1nc2ccc(NC(=O)CSc3nnc(N)s3)cc2s1
23: Cc1ccc(C(=O)OCC(=O)Nc2ccc3c(c2)OCO3)cc1S(=O)(=O)N1CCOCC1
24: CCn1nc(C(C)C)cc1C(=O)N1CCCC(CO)(Cc2ccc(F)cc2F)C1 (stereo not drawn)
25: O=C1CC(C(=O)Nc2ccccc2)S/C(=N\NC(=O)c2ccccc2Cl)N1 (stereo not drawn)
26: Cc1ccc(C(=O)O)cc1Nc1nc2ccccc2n2nnnc12
27: CCn1c(SCC(=O)N2c3ccccc3CCc3ccccc32)nnc1-c1ccc(OC)cc1
28: CC(C)(C)C1CCC(C(=O)Nc2ccccc2N2CCOCC2)CC1 (stereo not drawn)
29: COCCNC(=O)C(=O)NNC(=O)COc1ccc(OC)cc1
30: COc1cc(C(c2sc3nc(C)nn3c2O)N2CCN(c3ccccc3)CC2)cc(OC)c1OC (stereo not drawn)
assay / compound	21	22	23	24	25	26	27	28	29	30
D2 potentiator	-10	-2	7	7	nt	4	4	7	16	13
D1 potentiator	6	-2	-2	12	-1	1	-5	-4	-6	-6
D1 antagonist	-6	nt	-77*	17	-1	-3	-7	22	-8	0
TRHR PAM	10	5	-2	21	-3	29	18	-2	-1	0
TRHR ag	-0.1	-0.3	0.3	-0.4	-0.4	7.9	-0.8	5.0	-0.1	-0.5
D2 ag	0.5	-0.4	0.2	-0.3	0.0	0.7	-0.2	1.6	-1.4	0.5
RXFP1 antag	-2	-8	2	-8	13	-7	1	-9	5	1
D2 antag	16	6	-19	-6	-5	nt	6	27	-19	0
D1 ag	-2	-2	-1	2	2	1	8	6	0	0

Down the list, as entered above.
RXFP1 antag for nos. 6–10, in order: 0, 0, 6, 5, -4
D2 ag for nos. 6–10, in order: 0.8, 2.2, 0.1, 0.3, -1.1
D2 antag for nos. 6–10, in order: 14, -2, 5, -20, -4

(listing goes on)
31: O=C(c1cccnc1)N1CCN(S(=O)(=O)c2ccc(Cl)cc2)CC1
32: CC(C)C1Nc2ccc(C(=O)O)cc2C2C=CCC21 (stereo not drawn)
33: O=C(c1ccc(Br)o1)N1CCN(CCOc2ccccc2)CC1
34: C=CCN(C)CCCNC(=O)/C=N/O
35: CCCNC(=O)CN1CCN(c2ncc(NC(=O)c3ccc(Cl)cc3)cc2C(=O)O)CC1
36: CCOC(=O)c1c(C)[nH]c(C)c1S(=O)(=O)N1CCCC(C(=O)Nc2ncccc2C)C1 (stereo not drawn)
37: Cc1nn(C)c2c1c(C(F)(F)F)cc(=O)n2C(C)C(=O)NCCc1ccc(Cl)cc1 (stereo not drawn)
38: CCCOC(=O)NC1CCS(=O)(=O)C1 (stereo not drawn)
39: CC(=O)N1CCN(c2ccc([N+](=O)[O-])c(NCC3CCCO3)c2)CC1 (stereo not drawn)
40: O=C(NCc1ccccc1)C1=C[C@@H](c2ccccc2)C[C@@H](OCc2ccc(CO)cc2)O1
assay / compound	31	32	33	34	35	36	37	38	39	40
D2 potentiator	1	6	-18	6	-2	1	0	-7	7	-2
D1 potentiator	-4	3	-3	-5	0	-3	-4	2	1	1
D1 antagonist	3	-7	4	-13	-13	-17	-3	18	4	-14
TRHR PAM	1	-1	2	6	2	9	7	15	4	1
TRHR ag	-0.5	2.2	-0.3	1.6	0.0	0.3	-0.1	0.3	0.7	0.0
D2 ag	0.3	1.1	68*	-0.8	nt	0.5	0.1	0.7	0.3	0.0
RXFP1 antag	-6	-7	-1	nt	-13	nt	-10	-5	5	nt
D2 antag	-17	-4	86*	-2	nt	nt	nt	-12	6	-16
D1 ag	0	7	0	5	1	1	0	2	-1	-3

2 entries from above, tab-delimited:
item	compound	D2 potentiator	D1 potentiator	D1 antagonist	TRHR PAM	TRHR ag	D2 ag	RXFP1 antag	D2 antag	D1 ag
38	CCCOC(=O)NC1CCS(=O)(=O)C1 (stereo not drawn)	-7	2	18	15	0.3	0.7	-5	-12	2
34	C=CCN(C)CCCNC(=O)/C=N/O	6	-5	-13	6	1.6	-0.8	nt	-2	5

The list continues:
41: COC(=O)c1c(NC(=O)C(=O)N2CCCC2)sc2c1CC(C)(C)OC2
42: CC[C@H](C)[C@H](NC(N)=O)C(=O)Nc1ccc2c(c1)OCO2
43: O=C(CSc1nc2c(c(=O)n1-c1ccc(Br)cc1)SCC2)NCC1CCCO1 (stereo not drawn)
44: COc1ccc(NC(=O)Nc2ccccn2)cc1OC
45: Cc1cc(NC(=O)CSc2ccc3nnc(-c4ccccc4)n3n2)no1
46: CCOc1cc2[nH]c(=O)n(CCC(=O)NCCc3ccccc3)c(=O)c2cc1OCC
47: COc1ccccc1-n1nc(C(=O)O)c2ccccc2c1=O
48: CC1=CC(C)(C)N(C(=O)Nc2ccccc2)c2ccccc21
49: Cn1ncc([N+](=O)[O-])c1C(=O)n1nnc2ccccc21
50: COc1ccc(-c2cc(C(F)(F)F)nc(NCCc3ccccc3)n2)cc1OC
assay / compound	41	42	43	44	45	46	47	48	49	50
D2 potentiator	0	7	-1	nt	-2	-3	nt	nt	nt	0
D1 potentiator	-4	-5	-7	2	8	-1	0	2	-4	0
D1 antagonist	-9	-10	11	1	11	7	4	-2	-13	28
TRHR PAM	-1	-12	-4	7	1	-5	-1	7	4	-2
TRHR ag	-0.1	-0.2	-0.7	0.4	-0.7	-0.9	1.3	-0.7	-0.2	0.9
D2 ag	-1.9	1.2	0.4	nt	-1.2	0.9	-0.9	-0.8	0.1	1.2
RXFP1 antag	5	4	7	-1	29	-5	-5	-4	1	nt
D2 antag	-18	2	6	nt	18	3	-13	24	-4	nt
D1 ag	0	1	0	2	2	2	1	3	2	5

Molecules above that contain bromine (two):
33: O=C(c1ccc(Br)o1)N1CCN(CCOc2ccccc2)CC1
43: O=C(CSc1nc2c(c(=O)n1-c1ccc(Br)cc1)SCC2)NCC1CCCO1 (stereo not drawn)
assay / compound	33	43
D2 potentiator	-18	-1
D1 potentiator	-3	-7
D1 antagonist	4	11
TRHR PAM	2	-4
TRHR ag	-0.3	-0.7
D2 ag	68*	0.4
RXFP1 antag	-1	7
D2 antag	86*	6
D1 ag	0	0

Next entries
51: CC1CCN(c2ccc3c(c2)S(=O)(=O)c2cccc(C(=O)NC4CCCCC4)c2C3=O)CC1
52: O=C(Oc1c(CN2CCOCC2)cc(Cl)c2cccnc12)c1cccs1
53: Cc1ccccc1Cn1c(=O)n(CCCCC(=O)NCc2ccc3c(c2)OCO3)c(=O)c2ccccc21
54: Nn1c(SCC(=O)Nc2ccc(F)cc2F)nnc1C1CCCCC1
55: COc1cc(C(Nc2ccccn2)c2ccc3ccc(C)nc3c2O)cc(OC)c1O (stereo not drawn)
56: CCC1=C(OC(=O)N(CC)CC)N2C(=O)OC(=NCCc3c[nH]c4ccccc34)[C@]2(C)[C@H]2C1=CC[C@H]1C(=O)N(CC(=O)OC)C(=O)[C@H]12
assay / compound	51	52	53	54	55	56
D2 potentiator	-2	11	2	8	1	-2
D1 potentiator	-1	-2	0	1	-3	1
D1 antagonist	-31*	15	4	4	10	23
TRHR PAM	-2	2	0	-12	-2	6
TRHR ag	39*	4.3	-0.1	0.2	0.1	-0.5
D2 ag	16	1.9	-1.8	-1.7	-0.2	-0.6
RXFP1 antag	nt	-19	nt	6	4	nt
D2 antag	-22	-2	nt	-3	-11	-5
D1 ag	35*	1	14	2	2	1
